Compound activity (PubChem BioAssay)
MOR-DOR ag: agonists of human mu-delta opioid receptor heterodimerization; cells, OPRM1-OPRD1 heterodimerization, luminescence; activation, % at 9.3 µM; P35372+P41143; hit rate 0.3% among 340,000; in the data active means activation above about 18%;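 further: 0% = vehicle-treated cells and 100% = reference agonist; values of inactives mirror those of a sister screen read the other way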
DSG3 Ab inh: inhibitors of pemphigus antibody binding to human desmoglein-3 | P32926 | DSG3-coupled beads, scFv-anti-DSG3-GFP binding, flow cytometry; stronger effect = lower value | binding (percent of control), % at 10 µM | hit rate 0.48% among 310,000;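 active means binding more than 3 SD below its plate's average and above zero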; further: some compounds called inactive have numbers as strong as hits
Target sequence (P32926 whole entry, looked up): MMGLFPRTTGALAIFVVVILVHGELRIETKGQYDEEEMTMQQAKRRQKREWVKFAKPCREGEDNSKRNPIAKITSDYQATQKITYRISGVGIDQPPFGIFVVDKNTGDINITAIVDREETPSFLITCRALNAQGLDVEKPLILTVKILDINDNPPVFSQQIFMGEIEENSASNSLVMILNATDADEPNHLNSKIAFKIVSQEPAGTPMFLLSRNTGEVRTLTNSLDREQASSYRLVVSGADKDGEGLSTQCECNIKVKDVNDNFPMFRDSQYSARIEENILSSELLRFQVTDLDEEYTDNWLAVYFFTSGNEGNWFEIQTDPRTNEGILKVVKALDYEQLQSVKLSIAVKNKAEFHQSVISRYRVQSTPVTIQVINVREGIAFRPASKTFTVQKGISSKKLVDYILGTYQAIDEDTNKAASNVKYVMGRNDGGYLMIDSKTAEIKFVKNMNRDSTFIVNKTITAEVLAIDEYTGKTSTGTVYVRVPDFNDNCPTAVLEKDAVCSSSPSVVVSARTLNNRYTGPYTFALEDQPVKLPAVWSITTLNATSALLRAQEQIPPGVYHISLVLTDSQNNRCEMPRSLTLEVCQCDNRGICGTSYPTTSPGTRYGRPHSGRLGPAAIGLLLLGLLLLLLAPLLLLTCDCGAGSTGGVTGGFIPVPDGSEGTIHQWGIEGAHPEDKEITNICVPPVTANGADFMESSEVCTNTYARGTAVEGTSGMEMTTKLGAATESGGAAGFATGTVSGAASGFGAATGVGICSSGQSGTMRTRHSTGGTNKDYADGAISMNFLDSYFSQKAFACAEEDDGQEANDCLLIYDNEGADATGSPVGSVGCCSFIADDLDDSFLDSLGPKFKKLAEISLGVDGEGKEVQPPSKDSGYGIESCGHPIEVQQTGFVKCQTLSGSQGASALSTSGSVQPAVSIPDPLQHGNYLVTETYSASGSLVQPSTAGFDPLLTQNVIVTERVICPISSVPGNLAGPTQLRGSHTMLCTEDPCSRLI
PfHsp90 set2: inhibits growth of yeast expressing Plasmodium falciparum Hsp90; inhibition, % at 9.4 µM; S. cerevisiae expressing PfHsp90, BacTiter-Glo ATP, 48 h; yeast lacking PDR1 and PDR3 efflux regulators; hit rate 0.32% among 310,000;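 active means every replicate shows inhibition above about 80%, whatever the replicate mean, limit read from the data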;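 further: 0% = DMSO neutral controls and 100% = 20 µM radicicol positive controls; yeast relying on Plasmodium falciparum Hsp90 in place of its own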
Arr AP2 block: inhibitors of human beta-arrestin and AP2 interaction; FITC-arrestin peptide / GST-AP2 beads, flow cytometry; AP2 beta2 appendage carries R879A mutation; inhibition, % at 10 µM; AID 504490; hit rate 0.31% among 340,000;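 active means inhibition above a set limit, near 3 SD of compounds lacking own fluorescence, cut at about 54% in these data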;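 further: plate controls were DMSO wells for no effect and 5 µM unlabelled arrestin peptide for full effect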
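Test system: GST-tagged AP2 beta2-adaptin appendage (R879A) on 4 µm glutathione beads; also added: fluorescein-tagged arrestin peptide at 50 nM final; timing: 12 min plus 1 h, RT; signal: flow cytometry, FL1 (488/535 nm); read-out: percent drop in bead-associated FITC signal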
E coli growth: bacterial growth inhibition, counter-screen for AddAB inhibitors | E. coli V3065 growth, OD600 absorbance, 18 h | inhibition, % at 11.9 µM | hit rate 0.27% among 330,000;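 active means inhibition above the campaign's mean inhibition across all tested compounds plus 3 SD, cut at about 9.9% in these data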;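 further: uninfected addAB+ strain grown without phage in ampicillin broth; 0% = DMSO wells and 100% = ciprofloxacin 0.95 µg/ml wells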
PKA-R1A act: activators of PKA-R1A complex | P00514+P68181 | PKA-R1A dissociation, Cy5-IP20 fluorescence polarization; scaled: DMSO 0%, 113 µM cGMP 100% | activation, % at 11.4 µM | hit rate 0.083% among 340,000 | AID 504707;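 active means percent activation above the mean of all tested compounds plus 3 SD, cut at about 19% in these data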;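 further: higher means more PKAc released from R1A so a rise in polarization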
Tat export inh: inhibitors of E. coli Tat protein transport; E. coli MC4100 TorA-mCherry Tat export, fluorescence; AID 488895; inhibition, % at 10 µM; hit rate 0.036% among 340,000;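 active means mean replicate inhibition at least 50% and at least half of replicates individually reaching 50%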;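 further: exported cargo escapes ClpAP degradation while cytoplasmic cargo is degraded and loses fluorescence; 0% = median of neutral control wells and 100% = median of NaSCN control wells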
AddAB inh: less growth of phage-infected E. coli with AddAB; E. coli expressing H. pylori AddAB, absorbance growth; inhibition, % at 11.9 µM; hit rate 0.29% among 330,000; in the data active means inhibition above about 12%;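 further: 0% = vehicle wells of infected cells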
Mot1-301 SUMO: blocks SUMOylation pathway, rescuing yeast Mot1-301 growth. S. cerevisiae Mot1-301 growth rescue, ATP luminescence, 38.5C; percent above DMSO median, 100 means doubled. growth rescue, % at 18.8 µM. hit rate 1% among 320,000. AID 2716;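 active means every valid replicate shows activation above 250% relative to neutral control wells; inactive means the rest, any valid replicate at or below 250%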;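 further: OY570 slx delta 5 strain wells were the positive control but not used for scaling; some compounds called inactive have numbers as strong as hits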
OPRM1-OPRD1 inv: inverse agonist of human OPRM1-OPRD1 heterodimerization | P35372+P41143 | cell-based MOR-DOR heterodimer luminescence, inverse agonism | inhibition, % at 9.3 µM | hit rate 0.21% among 340,000 | AID 504357; in the data active means inhibition above about 22%, passing the limit was not always enough;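 further: 0% = cells with DMSO and 100% = wells without cells with DMSO; values of inactives mirror those of a sister screen read the other way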
phage Ecoli inh: E. coli growth loss with phage present; hit rate 0.26% among 360,000; inhibition, % at 11.9 µM; AID 651602; growth absorbance; in the data active means inhibition above about 11%
Numbers without * were called inactive; · = not tested or not shown.

Start of the data: the first 2 entries as a preview:
SMILES	MOR-DOR ag	DSG3 Ab inh	PfHsp90 set2	Arr AP2 block	E coli growth	PKA-R1A act	Tat export inh	AddAB inh	Mot1-301 SUMO	OPRM1-OPRD1 inv	phage Ecoli inh
CC(C)(C)c1ccc(C(=O)Nc2ccc(C(=O)N3CCCC3)cc2)cc1	-2.3	117.2	-4.0	1.1	1.4	-15.5	0.8	1.5	-2.3	12.2	4.0
Cc1ccc(NC(=O)CSc2nnc(-c3ccc(S(=O)(=O)N4CCOCC4)cc3)n2C)cc1	-0.6	85.7	·	-1.5	0.1	3.6	5.1	-0.7	-5.7	3.0	3.1

All compounds of this part, previewed entries included:
SMILES	MOR-DOR ag	DSG3 Ab inh	PfHsp90 set2	Arr AP2 block	E coli growth	PKA-R1A act	Tat export inh	AddAB inh	Mot1-301 SUMO	OPRM1-OPRD1 inv	phage Ecoli inh
CC(C)(C)c1ccc(C(=O)Nc2ccc(C(=O)N3CCCC3)cc2)cc1	-2.3	117.2	-4.0	1.1	1.4	-15.5	0.8	1.5	-2.3	12.2	4.0
Cc1ccc(NC(=O)CSc2nnc(-c3ccc(S(=O)(=O)N4CCOCC4)cc3)n2C)cc1	-0.6	85.7	·	-1.5	0.1	3.6	5.1	-0.7	-5.7	3.0	3.1
CCCC(C)NC(=O)c1ccccc1SC (centres undefined)	-2.1	99.7	-0.3	-1.8	-3.3	-10.6	-1.8	-2.0	5.1	10.5	-1.4
NC(=NC(=O)c1cccc(C(F)(F)F)c1)c1ccc(C(F)(F)F)cn1	0.1	·	-5.5	-1.1	-2.0	-1.7	3.3	0.9	-2.6	-0.4	4.7
O=c1[nH]c(CN2CCN(C/C=C/c3ccccc3)CC2)nc2cc(Cl)ccc12	1.1	106.3	16.6	-4.0	-3.4	-2.1	-5.8	0.3	14.7	-5.8	4.0
COc1cc(CNC2CCCCCCC2)cc(Br)c1OCC#N	3.9	99.2	18.3	20.4	1.3	-0.1	1.8	2.7	-13.4	-20.9	4.9
O=C(CCCN1C(=O)/C(=C\c2ccccc2)SC1=S)Nc1ccccc1O	2.5	98.8	27.8	21.8	-0.9	-6.2	5.3	-0.6	2.1	-13.2	-1.4
O=[N+]([O-])c1ccc(OCn2cncn2)cc1	-3.1	101.2	5.0	-7.7	-0.5	-0.6	6.8	-0.6	3.5	16.8	-0.6
NC(=O)NC(=O)COC(=O)/C=C/c1cccs1	-1.5	92.2	-9.5	-7.0	1.3	-4.5	-5.8	0.7	405.0*	7.9	1.8
CN(C)CC/C=C1/c2cc(F)ccc2Sc2ccc(Cl)cc21	-0.7	89.4	-19.1	1.5	0.7	-0.7	2.9	1.7	738.2*	3.6	3.9
Cc1ccc(C)c2[nH]c(=O)c(CCNC(=O)c3cccs3)cc12	-1.8	103.2	-1.5	-1.8	-1.0	-7.0	4.5	-1.6	1.7	9.4	4.0
Nc1cc(=O)[nH]c(SCCSc2ccc(F)cc2)n1	0.4	·	0.1	25.9	-0.2	4.3	2.5	2.5	-4.0	-2.6	4.0
O=S(=O)(c1ccccc1)n1nc(-c2ccccc2)nc1NCc1ccco1	3.0	101.1	1.4	5.9	0.0	-2.9	7.9	1.2	-1.6	-12.7	2.2
COc1ccc(CCn2ccc(O)c(Cc3ccc(Cl)cc3Cl)c2=O)cc1OC	-2.6	105.8	32.8	-12.6	0.6	-12.5	10.2	2.1	2.4	13.6	4.0
COc1ccc(CC(=O)NNC(=O)c2ccco2)cc1OC	3.6	119.4	9.7	-0.6	-2.6	-2.9	-3.0	2.0	9.9	-29.5	0.4

Records listed above shown as hits in Mot1-301 SUMO:
| SMILES | MOR-DOR ag | DSG3 Ab inh | PfHsp90 set2 | Arr AP2 block | PKA-R1A act | Tat export inh | AddAB inh | Mot1-301 SUMO | OPRM1-OPRD1 inv | phage Ecoli inh |
| --- | --- | --- | --- | --- | --- | --- | --- | --- | --- | --- |
| NC(=O)NC(=O)COC(=O)/C=C/c1cccs1 | -1.5 | 92.2 | -9.5 | -7.0 | -4.5 | -5.8 | 0.7 | 405.0* | 7.9 | 1.8 |
| CN(C)CC/C=C1/c2cc(F)ccc2Sc2ccc(Cl)cc21 | -0.7 | 89.4 | -19.1 | 1.5 | -0.7 | 2.9 | 1.7 | 738.2* | 3.6 | 3.9 |

Continuation.
SMILES	MOR-DOR ag	DSG3 Ab inh	PfHsp90 set2	Arr AP2 block	E coli growth	PKA-R1A act	Tat export inh	AddAB inh	Mot1-301 SUMO	OPRM1-OPRD1 inv	phage Ecoli inh
COc1ccc2nc(NC(=O)CSC3=NCCS3)sc2c1	-1.8	105.4	15.1	29.4	1.6	6.6	4.2	-1.1	·	10.1	3.7
COc1ccc(OC)c(NC(=O)C(=O)/C=C(\O)c2cc(OC)ccc2OC)c1	0.8	·	·	1.5	-3.4	-9.1	5.7	-1.8	-7.8	-4.8	3.4
Cc1cccc(Oc2nc(-c3ccccn3)nc3ccccc23)c1	0.9	·	-3.8	-4.4	-4.7	-9.2	5.2	2.0	-0.4	-4.6	0.5
CC(C)Oc1ccc(C(CC(=O)O)c2ccc(F)cc2)cc1 (centres undefined)	-2.2	94.3	3.1	17.6	-1.0	13.7	-1.9	-3.3	-3.2	12.0	2.5
O=C1[C@@H]2C(c3cccnc3)=NO[C@@H]2C(=O)N1c1ccc(Br)cc1	-2.1	103.5	94.2*	-2.5	0.6	12.6	7.1	0.3	98.1	10.9	0.8
CN(C)/C=N/NC(=O)c1ccccc1	-1.1	102.6	11.6	-13.1	0.8	1.7	-11.0	3.2	921.0*	6.0	2.0
O=C(CCc1nc2ccccc2c(=O)[nH]1)N1CCN(S(=O)(=O)c2cc(Cl)ccc2Cl)CC1	-1.5	94.6	-17.3	-20.8	·	3.7	2.5	·	·	8.1	1.7
CCCc1ccc(C(=O)Cn2nc(C(=O)O)c3ccccc3c2=O)cc1	2.4	74.9	-42.3	-17.8	0.9	3.5	-8.1	2.5	47.9	-11.1	2.7
CCOc1ccc(/C=N/NC(=O)C(C)N(c2ccc(OC)cc2)S(C)(=O)=O)cc1 (centres undefined)	-3.2	96.5	-4.7	14.7	1.4	-2.1	-2.0	0.8	-1.3	18.2	-2.0
COc1ccc(C(CNC(=O)COc2ccc(F)cc2Cl)N2CCOCC2)cc1 (centres undefined)	0.0	100.6	·	27.8	·	-8.7	1.5	·	·	0.2	2.4
O=C(CSc1nnc(-c2ccc(O)cc2)n1Cc1ccccc1)NNC(=O)c1ccc(Br)cc1	1.0	119.1	4.3	-20.2	-1.7	1.6	0.1	1.2	-4.1	-5.3	1.0
COc1ccc(CNC(=O)OCCN2CCN(Cc3ccccc3)CCC2=O)cc1	-2.9	98.1	-3.2	0.8	-1.4	-4.7	-4.1	2.7	-4.9	16.8	2.9
N#Cc1c(SCC(=O)Nc2ccc(Cl)cc2Cl)sc2c(O)cc(=O)[nH]c12	-1.9	107.4	-24.4	3.5	-1.4	-6.0	3.5	2.9	-3.9	9.9	2.0
CCn1c(NC(=O)c2ccccc2)c(-c2cccs2)c(=O)c2ccccc21	3.5	103.2	11.8	-2.1	1.8	0.7	5.6	0.7	-2.5	-18.5	2.7
O=c1c2ccccc2nc(-c2ccccc2)n1/N=C/c1ccc([N+](=O)[O-])cc1	-3.6	96.7	7.9	-3.3	-0.4	-5.5	10.0	-1.7	3.9	19.5	3.1

Arranged by value in Arr AP2 block (largest number first): some entries from above.
| structure | Arr AP2 block |
| --- | --- |
| CC(C)Oc1ccc(C(CC(=O)O)c2ccc(F)cc2)cc1 (centres undefined) | 17.6 |
| COc1ccc(OC)c(NC(=O)C(=O)/C=C(\O)c2cc(OC)ccc2OC)c1 | 1.5 |
| CN(C)/C=N/NC(=O)c1ccccc1 | -13.1 |

(next part)
SMILES	MOR-DOR ag	DSG3 Ab inh	PfHsp90 set2	Arr AP2 block	E coli growth	PKA-R1A act	Tat export inh	AddAB inh	Mot1-301 SUMO	OPRM1-OPRD1 inv	phage Ecoli inh
COc1ccc(N2C(=O)C3CCCN3C2c2ccc(C)o2)cc1 (centres undefined)	-1.2	105.0	·	-24.1	-0.3	8.4	-9.3	0.2	-10.2	6.4	2.7
CC1CN(c2nc(-c3ccccc3)nnc2-c2ccccc2)CC(C)O1 (centres undefined)	9.0	110.5	-12.9	11.4	1.7	-4.2	6.2	4.3	-6.8	-43.7	2.5
CCOc1ccc(C(=O)Nc2ccccc2C(=O)O)cc1	-1.9	98.7	8.1	15.1	0.9	-6.5	-2.5	5.0	0.6	9.3	1.4
C[C@H](CO)N1C[C@H](C)[C@@H](CN(C)S(=O)(=O)c2ccc(F)cc2)Oc2c(NC(=O)NC3CCCCC3)cccc2C1=O	-2.8	97.0	-20.5	7.4	-0.4	-11.6	3.2	2.1	7.5	15.7	0.4
Cc1ccc(N(CCC#N)C(=O)COC(=O)c2ccccc2SCC(=O)N2CCCC2)cc1	-0.8	117.6	-8.7	4.0	0.7	-1.5	14.2	-1.4	5.9	4.1	1.5
O=C(Cn1cncn1)N1CCN(c2ccc(F)cc2)CC1	-1.8	102.7	-2.4	20.5	1.4	9.7	-3.4	0.0	2.9	8.9	0.1
O=C(CCN1CCCCC1)c1ccc2c(c1)OCCO2	0.7	98.9	-55.6	-7.0	1.1	-9.4	-8.3	3.0	3.4	-3.7	1.0
COC(=O)c1ccc(CSc2ccc3nnc(-c4ccccn4)n3n2)o1	-1.3	97.6	-0.3	4.5	1.7	5.5	2.3	-1.6	-13.2	7.9	4.5
COCCNC(=O)CS(=O)Cc1nc(-c2ccccc2C)oc1C (centres undefined)	-0.9	103.8	18.1	2.1	-0.3	-3.5	-4.9	1.3	6.9	5.1	4.2
Cc1ccc(Nc2nc(-c3cccnc3)cs2)cc1Cl	3.5	106.8	-28.7	4.7	-1.0	-0.1	-1.6	3.0	-3.3	-17.4	2.6
NC(=O)N1OCC2COc3ccc4ccccc4c3C21 (centres undefined)	-0.1	97.0	4.2	0.7	0.3	-2.2	-7.5	1.1	-8.7	0.5	3.0
COC(=O)C(Cc1ccccc1)NC(=O)CCNC(=O)c1ccc(Br)cc1 (centres undefined)	2.2	142.4	-8.7	-6.9	-0.9	-16.1	0.7	2.7	9.2	-14.3	0.7
CC[C@]12c3[nH]c4ccc(OC)cc4c3CCN1C(=O)C(CC(=O)NCCCN(C)C)C[C@@H]2C(=O)N1CCN(C(=O)c2ccco2)CC1 (some centres undefined)	-2.8	109.2	7.1	25.6	-0.7	2.0	16.6	-0.4	·	13.5	2.3
COc1ccc(NS(=O)(=O)c2ccc(C)c(C(=O)N3CC(C)OC(C)C3)c2)cc1 (centres undefined)	-3.6	102.4	4.8	7.5	-0.3	-17.7	20.5	2.1	4.6	17.6	2.9
